Screening results as filed in PubChem BioAssay.
TLR4-MyD88 BLA = inhibitors of TLR4-MyD88 association in cells, primary screen, cell-based, HeLa CL3-4, BLA complementation, FRET ratio. hit rate 0.18% among 200,000. Toll-like receptor 4 (Homo sapiens) + Myeloid differentiation primary response protein …. inhibition, % at 8.4 µM. AID 861, 2007. HeLa CL3-4 TLR4/MyD88 BLA complementation; in the data active means inhibition above about 25%;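 further: 0% = vehicle and 100% = reference inhibitor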
Target sequence (O00206 whole entry, looked up): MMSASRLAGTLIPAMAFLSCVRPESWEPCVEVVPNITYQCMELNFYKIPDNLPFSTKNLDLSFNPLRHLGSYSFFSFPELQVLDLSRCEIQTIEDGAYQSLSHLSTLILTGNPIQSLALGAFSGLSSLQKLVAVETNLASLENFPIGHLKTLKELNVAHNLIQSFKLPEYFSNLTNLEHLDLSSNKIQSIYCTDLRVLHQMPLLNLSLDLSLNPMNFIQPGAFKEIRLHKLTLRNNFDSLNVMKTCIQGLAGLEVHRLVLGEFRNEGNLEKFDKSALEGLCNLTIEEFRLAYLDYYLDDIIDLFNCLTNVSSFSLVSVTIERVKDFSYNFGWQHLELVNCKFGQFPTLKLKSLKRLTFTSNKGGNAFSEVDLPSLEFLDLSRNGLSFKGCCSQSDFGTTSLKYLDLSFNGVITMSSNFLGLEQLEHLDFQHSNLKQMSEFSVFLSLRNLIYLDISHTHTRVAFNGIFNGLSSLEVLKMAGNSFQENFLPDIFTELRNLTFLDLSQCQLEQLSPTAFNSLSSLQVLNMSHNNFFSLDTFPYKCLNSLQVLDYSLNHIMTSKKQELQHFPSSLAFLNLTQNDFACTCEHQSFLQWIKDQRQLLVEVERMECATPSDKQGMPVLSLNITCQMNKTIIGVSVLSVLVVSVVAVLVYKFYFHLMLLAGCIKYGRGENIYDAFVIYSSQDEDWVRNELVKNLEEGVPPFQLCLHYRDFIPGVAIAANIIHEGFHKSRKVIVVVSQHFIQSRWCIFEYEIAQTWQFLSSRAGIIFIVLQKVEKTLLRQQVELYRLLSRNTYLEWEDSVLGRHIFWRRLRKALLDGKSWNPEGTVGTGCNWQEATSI
Target sequence (Q99836 whole entry, looked up): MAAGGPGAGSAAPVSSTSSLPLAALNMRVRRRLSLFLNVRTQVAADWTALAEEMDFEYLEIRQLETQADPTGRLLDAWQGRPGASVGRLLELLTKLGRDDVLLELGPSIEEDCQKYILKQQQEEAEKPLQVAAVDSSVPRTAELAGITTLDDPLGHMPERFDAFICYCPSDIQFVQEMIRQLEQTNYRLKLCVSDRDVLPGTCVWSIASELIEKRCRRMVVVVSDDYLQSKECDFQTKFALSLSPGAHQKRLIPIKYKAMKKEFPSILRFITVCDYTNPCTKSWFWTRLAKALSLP
Diaph inh CS = diaphorase inhibitors and chemical oxidizers, primary screen, counter-screen for diaphorase-coupled primary assays, biochemical, uHTS, resorufin fluorescence; inhibition, % at 20 µM; diaphorase resazurin-to-resorufin fluorescence, NADH, 16 min; bacterial (C. kluyveri) enzyme, not human; hit rate 0.69% among 190,000;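 active means primary screen inhibition at 20 µM above a set limit, cut at about 50% in these data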;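 further: plate controls were DMSO with full reaction for no effect and wells lacking NADH for full effect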
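Detection: fluorescence of resorufin formed from resazurin, Ex 544/Em 590 nm; test system: Clostridium kluyveri diaphorase enzyme; amount: 0.14 U/mL diaphorase, enzyme working solution; times: 16-min room-temperature incubation before reading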
Diaphorase act = compounds boosting diaphorase resazurin reduction – biochemical, uHTS, resorufin fluorescence, counter-screen for diaphorase-coupled primary assays, primary screen; activation factor at 20 µM; hit rate 0.005% among 190,000; Diaphorase/resazurin coupled assay, 16 min; active compounds read high; 1 = vehicle wells, 0 = NADH-free wells; AID 1229, 2008;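 active means diaphorase activity raised at least twofold by the compound at 20 µM; inactive means activation factor below 2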
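Assay system: Purified diaphorase enzyme from Clostridium kluyveri | Amount: Enzyme 0.07 U/mL final | Dosing: Compound 20 µM once, DMSO 1% | Timing: 16 min reaction at room temperature | Detection: Fluorescence, excitation 544 nm and emission 590 nm | Evaluation: Higher resorufin formation from activation or reduction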
DTT redox prof = compounds producing H2O2 with reducing agent – biochemical, NIH compound library profiling, artefact control for MLSCN library redox annotation, primary screen | DTT-dependent redox cycling H2O2, phenol red/HRP absorbance; 100% = 100 µM peroxide control, 0% = buffer | activation, % at 10 µM | hit rate 0.03% among 200,000;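 active means activation of at least 50% relative to the plate's high and low controls in the primary single-dose screen; inactive means activation below 50%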;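 further: compound incubated with DTT at 0.8 mM final as the reducing agent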
PMI act hi M6P = human PMI activators, high substrate, primary screen, biochemical, fluorescence intensity, near-saturating mannose 6-phosphate | hit rate 0.34% among 190,000 | AID 1216, 2008 | Mannose-6-phosphate isomerase (Homo sapiens), P34949 | coupled PMI enzyme assay, resazurin fluorescence, 20 min; active compounds read high; 1 = untreated enzyme, 0 = substrate-free blank | activation factor at 20 µM;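 active means activation factor of 2 or more at 20 µM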
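Material: human phosphomannose isomerase with PGI, G6PDH, diaphorase coupling enzymes / Reagent: Man-6-P substrate 1.0 mM / Dosing: single compound dose of 20 µM, 1% DMSO final / Incubation: enzyme reaction with compound 20 min at room temperature / Signal: resorufin fluorescence (Ex 544/Em 590 nm) from resazurin via diaphorase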
Hsp70 activator = Hsp70 transcriptional activators, primary screen, cell-based, HeLa, Hsp70 promoter luciferase, luminescence, 10 µM. HeLa Hsp70 promoter luciferase reporter; scaled: vehicle 0, proteasome-inhibitor control 100%. activation, % at 10 µM. hit rate 0.04% among 200,000;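 active means activation above the mean across all tested compounds plus 3 SD, cutoff set per campaign, cut at about 5.5% in these data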;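 further: 100% = MG132 at 30 µM as the positive control and 0% = DMSO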
L major viab = Leishmania major promastigote growth inhibition, primary screen | Leishmania major promastigotes, resazurin fluorescence viability | AID 1063, 2008 | hit rate 9% among 200,000 | inhibition, % at 10 µM;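 further: promastigotes grown with compound for 44 hours at 28 °C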
RAM network inh = inhibitors of the yeast RAM network, primary screen, dse1pr::URA3 reporter, 5-FOA selection; inhibition, % at 50 µM; S. cerevisiae dse1pr::URA3 reporter, 5-FOA growth OD615, 2 d; analog-sensitive cbk1-as2 kinase mutant strain; hit rate 1.8% among 190,000;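 active means inhibition above a set limit, 3 SD over mean compound inhibition, cut at about 8.4% in these data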;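 further: 0% = DMSO-only wells with no growth and 100% = 10 µM 1-NA-PP1 full growth; inhibition rescues growth on 5-FOA so higher OD means more RAM inhibition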
G6PDH CS = L. mesenteroides G6PDH inhibitors, counter-screen for G6PDH-coupled screening assays, biochemical, Leuconostoc mesenteroides enzyme | AID 1020, 2008 | glucose-6-phosphate dehydrogenase [Leuconostoc mesenteroides] | hit rate 0.12% among 200,000 | Purified L. mesenteroides G6PDH, diaphorase/resazurin coupled fluorescence, 45 min | inhibition, % at 5 µM
PMI activator = activators of human PMI, primary screen, biochemical, fluorescence intensity, near-Km mannose 6-phosphate | Mannose-6-phosphate isomerase (Homo sapiens), P34949 | purified human PMI, coupled resazurin fluorescence, 20 min; active compounds read high; 1 = vehicle control, 0 substrate-free wells | activation factor at 20 µM | hit rate 0.005% among 190,000;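 active means activation factor of 2 or more at 20 µM, relative to plate controls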
S1P3 antag = S1P3 receptor antagonists, primary screen, cell-based; AID 485, 2006; CHO S1P3 NFAT-BLA reporter, FRET fluorescence, antagonist mode; Sphingosine 1-phosphate receptor 3 (Homo sapiens), Q99500; inhibition, % at 4.98 µM; hit rate 0.27% among 170,000;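 active means inhibition above the plate cutoff, the mean inhibition of test wells on that plate plus 3 SD, cut at about 28% in these data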;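 further: cells challenged with S1P at its EC80 of 0.8 µM; blue over green emission ratio from cleaved BLA substrate after 4 h stimulation; 0% = S1P-stimulated wells and 100% = unstimulated DMSO-only wells; some compounds past the cut are filed as inactive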
* = called active by the depositor; . = not tested or not shown. Unless noted, no stated cut-off is given here; in the data, active means inhibition above about 50%; inactive means the rest.

SMILES	TLR4-MyD88 BLA	Diaph inh CS	Diaphorase act	DTT redox prof	PMI act hi M6P	Hsp70 activator	L major viab	RAM network inh	G6PDH CS	PMI activator	S1P3 antag
COc1cc([N+](=O)[O-])ccc1N1C(=O)C2C3C=CC(C4CC34)C2C1=O (stereo not drawn)	9	-2	1	-0.5	1.1	0.4	4	4.2	8	1	-3
COc1cc(C2C3C(=O)N(c4ccc(F)cc4)C(=O)C3ON2c2ccccc2)ccc1O (stereo not drawn)	10	7	0.9	-1.0	0.9	-0.1	-3	2.7	1	1	.
Cc1cccc(NC(=O)c2cnc3n(c2=O)CCS3)c1	-26	3	1	0.7	1.1	0.0	3	1.9	4	1.1	-15
COc1cccc(NC(=O)CCC(=O)Nc2cccc(OC)c2)c1	4	-10	1.1	-0.1	1.1	-0.1	-7	5.0	-1	1.1	0
CCc1ccccc1NC(=O)c1cc(=O)c2ccccc2o1	-18	3	1	-0.3	1	0.0	8	0.4	17	1.1	10
Cn1c(=O)c2c(nc(NCCCO)n2C/C=C/c2ccccc2)n(C)c1=O	-20	11	0.9	0.1	1	0.0	2	1.0	18	0.9	-1
CCc1ccc(CN(C)C(=O)CCc2nnc(CCc3ccccc3OC)o2)nc1	-3	17	0.8	0.7	0.9	-0.3	-8	1.0	1	0.9	-14
COc1ccc(C(=O)C(CO)Oc2ccccc2OC)cc1OC (stereo not drawn)	9	2	1	1.4	1	0.0	5	0.3	4	1	-22
CCOc1ccccc1OCCCC(=O)NC1CCCc2ccccc21 (stereo not drawn)	8	9	0.9	0.2	1	-0.4	10	0.1	-10	0.9	12
COc1ccc(-n2cc(CNCCCN3CCCC3=O)c(-c3ccccc3Cl)n2)cc1	0	9	0.9	-1.0	0.9	-0.2	7	0.4	10	0.8	10
O=C(/C=C/Nc1cccc(F)c1)c1ccco1	-2	22	0.8	-0.5	1	-0.1	-4	-1.0	3	0.9	.
CC(C)Sc1nc2ccccc2[nH]1	-4	0	1	-1.0	1.3	-0.3	5	2.0	12	1.2	5
COC(=O)c1sccc1-n1cccc1C(=O)C(=O)N1CCCC1	-7	-9	1.1	1.1	1	0.3	-5	0.6	4	1	.
O=C(c1ccc(Cl)cc1Cl)c1ncc(C(F)(F)F)cc1Cl	-5	9	0.9	1.8	1	0.3	-7	0.5	0	1	.
O=S(=O)(Nc1ccc2c(c1)nc1n2CCN(Cc2ccccc2)C1)c1ccc(F)cc1	6	24	0.8	0.0	2.1*	-0.4	100*	-0.7	10	1.6	-7
CCC(C(=O)Nc1cccc(C(=O)O)c1)c1ccccc1 (stereo not drawn)	-9	3	1	-0.1	1	-0.1	-6	2.0	10	1	-44
Cc1ccc(C)c(N(C(=O)CCC(=O)Nc2cc(C)on2)C(C(=O)NC2CCCC2)c2ccco2)c1 (stereo not drawn)	4	5	0.9	1.5	1.1	-0.2	90*	3.3	-1	1.1	-2
CCSc1nnc(NC(=O)c2csc(C)c2)s1	-16	6	0.9	0.2	1	0.2	-1	3.1	2	1	-10
COc1ccc(CC2(CO)CCN(CC3=CC[C@H]4C[C@@H]3C4(C)C)CC2)cc1	6	7	0.9	-0.3	1	-0.4	82*	1.9	12	1	-10
CCCCN(CC(=O)NCc1ccc(Cl)cc1)S(=O)(=O)c1ccc2c(c1)OCCO2	1	25	0.7	-0.4	0.9	0.0	-4	13*	9	0.9	-29
O=C(N/N=C/C1CCCCC1)c1cc(Cl)ccc1O	0	3	1	1.4	1.1	-0.1	-6	-1.2	4	1.1	.
C/C(=N\Nc1ccc(C(F)(F)F)cn1)c1ccc(S(=O)(=O)NCc2ccco2)cc1	-10	11	0.9	-0.7	0.9	-0.3	75*	4.2	12	1	18
COc1ccc(C(=O)Nc2nc(-c3cccs3)cs2)cc1	-2	15	0.8	1.5	0.8	-0.3	3	7.0	-33	0.8	8
NC(=O)c1ccc(C2SCC(=O)N2Cc2ccccc2)cc1 (stereo not drawn)	2	15	0.9	0.2	1	-0.1	0	-1.1	2	0.9	-6
Cc1cc2c(cc1C)CSC(c1ccccc1OC(=O)C(C)C)SC2	11	13	0.9	-3.6	1	-0.1	-1	4.5	2	1	.
CCC(C)(C)NC(=O)C(c1cccn1C)N(Cc1ccc(OC)cc1)C(=O)Cn1nnc2ccccc21 (stereo not drawn)	11	-7	1.1	-0.7	1.2	-0.3	40	0.6	0	1.1	.
CC1CCc2c(sc(NC(=O)CSc3ncnc4c3cnn4-c3ccccc3Cl)c2C#N)C1 (stereo not drawn)	-6	14	0.9	2.3	1	0.1	8	4.7	6	0.8	.
COCCN1C(=O)C(CC(=O)Nc2ccccc2)SC1=Nc1ccc(OC)cc1 (stereo not drawn)	4	10	0.9	0.1	1	-0.1	31	4.1	1	1	.
CCN(CC)c1ccc(NC(=O)c2ccccc2Br)cc1S(=O)(=O)Nc1ccccc1OC	-1	24	0.8	3.5	0.5	-0.2	97*	-0.1	-2	0.4	6
CC(C)CC(=O)NC(NCC1CCCO1)C(Cl)(Cl)Cl (stereo not drawn)	5	10	0.9	-4.9	0.9	-0.1	-8	1.4	1	0.7	.
COC(=O)c1[nH]c2ccc(Cl)cc2c1NC(=O)CN1CCC(C(N)=O)CC1	-10	21	0.8	2.1	0.9	-0.5	-3	-0.2	1	0.9	14
CCC(=O)NC(NC(=S)Nc1ccccc1Br)C(Cl)(Cl)Cl (stereo not drawn)	-14	7	0.9	-0.5	0.5	0.2	2	6.4	10	1	11
COc1ccc(CNC(=O)C2CCN(S(=O)(=O)c3c(C)n[nH]c3C)CC2)cc1	-9	12	0.9	-1.1	1	-0.1	-3	-0.1	6	1	0
O=C(c1ccccc1)c1coc2ccc(O)c(CN3CCOCC3)c12	8	16	0.8	2.8	0.9	0.2	28	1.6	-14	0.9	2
CC1CC(C)CN(S(=O)(=O)c2ccc(NC(=S)NC(=O)c3ccccc3)cc2)C1 (stereo not drawn)	-19	8	0.9	0.1	1	-0.1	-1	2.8	22	0.8	-20
Cc1ccc(NC(=O)CSc2nnc(CNC(=O)c3ccco3)o2)cc1	-2	1	1	0.2	1	0.0	-4	0.6	4	1	-9
Cc1ccc(C2CC(c3ccccc3)=NN2c2ccccc2)o1 (stereo not drawn)	-14	10	0.9	1.0	1.5	-0.2	100*	2.6	5	1.3	-5
N#C/C(=C\c1cccnc1)C(=O)Nc1cccc(Cl)c1	7	-10	1.1	0.3	1.1	-0.1	3	1.9	8	1.1	-11
C/C(=N\NC(=O)c1ccco1)c1cc2ccccc2o1	-12	6	0.9	-1.1	1	0.2	18	0.1	1	1	-1
CC1CCN(C(=S)NC2CCCCC2)CC1	-17	7	0.9	0.4	0.9	-0.2	-2	0.5	2	0.9	.
COC(=O)c1ccsc1NC(=O)CN1CCN(c2ccc(F)cc2)CC1	13	11	0.9	3.2	1	-0.4	3	0.9	-4	0.9	9
CCCc1cc(=O)oc2cc(OCC(=O)NCc3cccs3)ccc12	5	0	1	0.7	1.1	-0.2	71*	5.0	-1	1.1	0
O=C(Nc1c(C(=O)N2CCOCC2)cnn1-c1ccccc1Cl)c1ccco1	3	5	1	1.3	1	0.8	-5	0.0	-1	1	2
COc1cccc2cc(C(=O)N3CCC(C)CC3)c(=O)oc12	22	9	0.9	-1.4	0.9	-0.3	-3	0.5	11	1	-40
COC(=O)c1ccccc1N(C)C(=O)C12CCC(C)(C(=O)O1)C2(C)C (stereo not drawn)	-4	4	1	0.3	1	-0.6	1	0.4	0	1	10

Profiles as entered above:
COC(=O)c1ccccc1N(C)C(=O)C12CCC(C)(C(=O)O1)C2(C)C (stereo not drawn) is listed with TLR4-MyD88 BLA: -4; Diaph inh CS: 4; Diaphorase act: 1; DTT redox prof: 0.3; PMI act hi M6P: 1; Hsp70 activator: -0.6; L major viab: 1; RAM network inh: 0.4; G6PDH CS: 0; PMI activator: 1; S1P3 antag: 10
COc1cccc2cc(C(=O)N3CCC(C)CC3)c(=O)oc12 is listed with TLR4-MyD88 BLA: 22; Diaph inh CS: 9; Diaphorase act: 0.9; DTT redox prof: -1.4; PMI act hi M6P: 0.9; Hsp70 activator: -0.3; L major viab: -3; RAM network inh: 0.5; G6PDH CS: 11; PMI activator: 1; S1P3 antag: -40

Grouped by structure, the entries above with an aryl thioether with sulfur outside any ring
SMILES	TLR4-MyD88 BLA	Diaph inh CS	Diaphorase act	DTT redox prof	PMI act hi M6P	Hsp70 activator	L major viab	RAM network inh	G6PDH CS	PMI activator	S1P3 antag
CC(C)Sc1nc2ccccc2[nH]1	-4	0	1	-1.0	1.3	-0.3	5	2.0	12	1.2	5
CCSc1nnc(NC(=O)c2csc(C)c2)s1	-16	6	0.9	0.2	1	0.2	-1	3.1	2	1	-10
CC1CCc2c(sc(NC(=O)CSc3ncnc4c3cnn4-c3ccccc3Cl)c2C#N)C1 (stereo not drawn)	-6	14	0.9	2.3	1	0.1	8	4.7	6	0.8	.
Cc1ccc(NC(=O)CSc2nnc(CNC(=O)c3ccco3)o2)cc1	-2	1	1	0.2	1	0.0	-4	0.6	4	1	-9
